M1 ag: M1 muscarinic receptor agonists, primary screen, CHO-M1 cells, Fluo-4 calcium, agonist mode. B-score at 10 µM. 64,000 compounds, 3% hits. Fluo-4 calcium fluorescence; hits give high values. Muscarinic acetylcholine receptor M1;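 active = fluorescence rise, raw or as B-score row- and column-corrected plate score, outside the 99.7% band of its plate's samples, either direction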
M1 antag: antagonists of rat M1 muscarinic receptor. Muscarinic acetylcholine receptor M1 (Rattus norvegicus), P08482. CHO-M1 cells, Fluo-4 calcium, ACh EC80 antagonist mode; hits give low values. B-score at 10 µM. 64,000 compounds, 3.4% hits. AID 628, 2007;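 active = calcium fluorescence response, raw or row-and-column corrected B-score, differing from the plate sample mean either way at a set confidence level, mostly lower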
Target sequence (P08482 whole entry, looked up): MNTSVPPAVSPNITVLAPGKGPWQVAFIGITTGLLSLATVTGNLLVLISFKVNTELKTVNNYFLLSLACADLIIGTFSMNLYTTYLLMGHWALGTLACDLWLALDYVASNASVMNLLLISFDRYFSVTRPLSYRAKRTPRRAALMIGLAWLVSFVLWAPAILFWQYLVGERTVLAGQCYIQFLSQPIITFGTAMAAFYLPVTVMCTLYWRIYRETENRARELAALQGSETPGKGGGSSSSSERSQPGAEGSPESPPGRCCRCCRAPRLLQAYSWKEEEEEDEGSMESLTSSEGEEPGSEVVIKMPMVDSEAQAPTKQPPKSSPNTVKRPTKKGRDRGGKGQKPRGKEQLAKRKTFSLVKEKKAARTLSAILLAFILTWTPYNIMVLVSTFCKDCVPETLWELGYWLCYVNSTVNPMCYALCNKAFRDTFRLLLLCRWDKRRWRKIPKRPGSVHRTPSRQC
S1P1 ag-PAM: S1P1 agonists and agonism potentiators, primary screen, cell-based, primary and confirmation screens, CRE-bla reporter; Sphingosine 1-phosphate receptor 1 (Homo sapiens), P21453; S1P1 CRE-bla cells, forskolin, beta-lactamase FRET, potentiator mode; S1P1 agonist co-added at EC20, 2 nM; 100% = saturating reference agonist, 0% = basal; activation, % at 9.5 µM; 56,000 compounds, 0.57% hits;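 active = activation above a cutoff set at the mean activation of all tested compounds plus 3 SD, cut at about 54% in these data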;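 also: forskolin at 4 µM as EC80 and the EC20 agonist is SEW2871; 100% = SEW2871 at its EC100 plus forskolin at EC80; some compounds past the cut are filed as inactive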
5HT1a ag: human 5-HT1a receptor agonists, primary screen, cell-based, CHO, Ga15 NFAT-bla reporter; 65,000 compounds, 0.56% hits; 5-hydroxytryptamine receptor 1A (Homo sapiens), P08908; CHO 5-HT1a Ga15 NFAT-bla reporter, FRET ratio; 0% basal, 100% maximal reference agonist; activation, % at 10 µM;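 active = activation above the screen-wide mean activation plus 3 SD, cut at about 19% in these data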;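 also: 0% = DMSO wells and 100% = 5-CT at EC100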
Jurkat tox 60K: cytotoxicity toward Jurkat T cells, primary screen, cytotoxicity control, cell-based, Jurkat E6.1, 60K MLSMR library. Jurkat E6.1 viability, ATP luminescence, 48 h. inhibition, % at 4 µM. 56,000 compounds, 1.2% hits. AID 463, 2006;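 active = inhibition above the mean inhibition of all tested compounds plus 3 SD, cut at about 28% in these data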
5HT1a antag: human 5-HT1a receptor antagonists, primary screen, cell-based, CHO, Ga15 NFAT-bla reporter | CHO 5-HT1a Ga15 NFAT-bla reporter, antagonist mode | inhibition, % at 10 µM | 62,000 compounds, 0.68% hits;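 active = inhibition above the mean of all tested compounds plus 3 SD, cut at about 43% in these data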;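 also: receptor stimulated by 5-CT agonist at 100 nM near EC80; beta-lactamase reporter measured by ratiometric fluorescence of a cleavable substrate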
5HT1E ag: 5-HT1E receptor agonists, primary screen, cell-based, HTS; activation, % at 6 µM; CHO 5-HT1E Ga15 NFAT-bla reporter, FRET; 0% DMSO wells, 100% control agonist wells; 5-hydroxytryptamine receptor 1E (Homo sapiens), P28566; AID 574, 2007; 65,000 compounds, 0.69% hits;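 active = activation above a set limit, the screen-wide mean activation plus 3 SD, cut at about 8.5% in these data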;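 also: 100% = positive control agonist at 1 µM giving full maximal response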
Target sequence (P28566 whole entry, looked up): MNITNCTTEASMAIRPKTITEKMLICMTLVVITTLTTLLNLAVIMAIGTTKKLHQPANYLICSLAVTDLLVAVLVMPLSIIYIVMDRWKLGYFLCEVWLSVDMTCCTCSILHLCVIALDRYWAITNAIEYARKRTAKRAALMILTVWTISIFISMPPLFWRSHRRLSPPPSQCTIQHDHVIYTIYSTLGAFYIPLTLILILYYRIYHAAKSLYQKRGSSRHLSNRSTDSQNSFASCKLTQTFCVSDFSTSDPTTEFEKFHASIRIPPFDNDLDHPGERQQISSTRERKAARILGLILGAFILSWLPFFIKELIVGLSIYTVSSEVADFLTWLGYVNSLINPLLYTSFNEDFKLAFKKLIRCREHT
HTR1E antagonist: 5-HT1E receptor antagonists, primary screen, cell-based, HTS; CHO 5-HT1E Ga15 NFAT-bla reporter, FRET, antagonist; 65,000 compounds, 0.99% hits; inhibition, % at 6 µM;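 active = inhibition above a set limit, the mean inhibition across every tested compound plus 3 SD, cut at about 29% in these data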;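 also: signal is the 460 over 535 nm emission ratio of beta-lactamase substrate; 0% = agonist plus DMSO wells and 100% = wells without agonist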
S1P3 agonist: human S1P3 receptor agonists, primary screen, cell-based, primary and confirmation, NFAT-BLA reporter. 60,000 compounds, 0.1% hits. activation, % at 4.5 µM. Sphingosine 1-phosphate receptor 3 (Homo sapiens), Q99500. S1P3 NFAT-BLA reporter cells, agonism, FRET ratio; relative to 1 µM S1P, basal subtracted;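 active = activation above the screen-wide mean plus 3 SD, cut at about 4.5% in these data, passing the limit was not always enough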; also: some compounds called inactive have numbers as strong as hits
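Material: Human S1P3 NFAT-BLA reporter CHO cells | Incubation: Overnight plating, 4 h compound 37 °C, 2 h substrate RT | Signal: FRET β-lactamase substrate fluorescence, excitation 405 nm, 460/535 nm emission ratio, background-subtracted | Compound: 4.5 µM final, single dose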
Numbers without * were called inactive; nt = no result given.

SMILES | M1 ag | M1 antag | S1P1 ag-PAM | 5HT1a ag | Jurkat tox 60K | 5HT1a antag | 5HT1E ag | HTR1E antagonist | S1P3 agonist
CCOc1ccc(N2CC(C(=O)Nc3ccccc3OC)CC2=O)cc1 (configuration not stated) | -0.14 | 0.2 | -10 | -0.5 | 3 | -2 | 0.3 | 3 | -0.2
O=C(NC12CC3CC(CC(C3)C1)C2)C1=COCCO1 | 0.78 | -0.032 | 6 | -1.8 | -6 | -9 | 0.5 | -1 | 0.7
CN1CCN(C(=O)c2cn(C)c3ccc(S(=O)(=O)N(C)C4CCCCC4)cc3c2=O)CC1 | -0.32 | 1.7 | 6 | -2.0 | 5 | -2 | 0.7 | -11 | -1.2
Cc1c(Cl)cccc1NC(=O)CN1C(=O)CSc2ncccc21 | -0.55 | -0.22 | 8 | -1.0 | -1 | -9 | 0.0 | -11 | 0.0
Cc1ccc(C)n1-c1ccc(N2CCOCC2)nc1 | 0.69 | -0.1 | -11 | 2.1 | -4 | -5 | 0.4 | 3 | -0.2
COc1ccc(-n2c(Cc3cccn3C)nnc2SCC(=O)Nc2ccc(C)c(Cl)c2)cc1 | 0.46 | 0.78 | 15 | -3.3 | -6 | 8 | -0.2 | -7 | -2.8
N#Cc1c(N)nc(SC2CCCCC2=O)c(C#N)c1-c1ccco1 (configuration not stated) | 0.36 | 1.7 | nt | 1.7 | nt | -4 | 1.2 | 42* | nt
COC(=O)c1ccc(Cl)c(NC(=O)CSc2ncn[nH]2)c1 | 0.72 | 1.9 | -2 | 0.9 | -8 | -3 | 0.4 | -9 | 0.5
Cc1c(NC(=O)c2cc(-c3cccs3)on2)c(=O)n(-c2ccccc2)n1C | 0.12 | -0.82 | -19 | -0.9 | 7 | -6 | 0.2 | -4 | -0.7
CCNc1nc(SC(C)C(=O)Nc2ccccc2)nc(N2CCOCC2)n1 (configuration not stated) | -0.71 | 0.51 | -21 | 2.2 | -8 | -1 | -0.5 | 10 | 0.1
Cc1ccc(-c2nsc3c(N4CCN(C(=O)c5ccco5)CC4)ncnc23)cc1 | -0.33 | -0.059 | 13 | 3.5 | 2 | 1 | -1.6 | -4 | -1.1
Cc1ccc(S(=O)(=O)N2CCOCC2)cc1C(=O)N1C(=O)c2cccc(N)c2C1=O | 2.8 | 0.082 | 16 | -1.2 | -4 | 1 | -0.7 | 3 | -1.2
S=c1[nH]nc(-c2ccccc2)n1C1C=CCCC1 (configuration not stated) | -0.013 | 0.62 | -28 | -2.5 | 6 | 8 | -1.8 | 6 | -1.4
O=S(=O)(N1CCCCC1)N1CCN(S(=O)(=O)N2CCCCC2)CC1 | -0.67 | 0.07 | nt | -0.3 | 3 | -3 | 1.2 | 1 | -1.0
COc1ccccc1-n1nnnc1SCC(=O)Nc1cc(C)on1 | 0.23 | 0.23 | 10 | -1.6 | 0 | -10 | -0.1 | 1 | -0.9
CCOC(=O)Nc1ccc2c(c1)N(C(=O)CCN1CCOCC1)c1ccccc1S2=O (configuration not stated) | -0.61 | -10* | 32 | -3.5 | 15 | 52* | -0.8 | 18 | 0.0
CCOc1ccc(S(=O)(=O)N2CCN(Cc3ccccc3)CC2)c2cccnc12 | -0.93 | -0.68 | 8 | -2.7 | 8 | -12 | -0.6 | 3 | -0.7
Nn1c(SCC(=O)Nc2ccc(F)cc2)nnc1C1CCCCC1 | 0.48 | -0.56 | -10 | -3.3 | -7 | 13 | 0.0 | -11 | -1.0
CC(=O)Nc1cccc(-c2nc3ccc(NC(C)=O)cc3[nH]2)c1 | 1.1 | 0.049 | -3 | -1.3 | 1 | 0 | -0.1 | -5 | -0.4
O=C(O)c1csc(Br)c1Br | 1.1 | 1.4 | 8 | 0.7 | -4 | 4 | -0.8 | 5 | -1.1
CC(C)(C)n1nnnc1CN(Cc1ccco1)Cc1cc2cc3c(cc2[nH]c1=O)OCO3 | -0.7 | 0.71 | 0 | 1.1 | -2 | 8 | -1.4 | 15 | -0.7
Nc1ccc2oc(-c3cccc(Br)c3)nc2c1 | 0.87 | 0.87 | -8 | 0.0 | 11 | 12 | 0.1 | -4 | 0.7
CSc1nnc2c(n1)OC(C)=Nc1ccccc1-2 | -0.29 | 0.23 | nt | -3.7 | 7 | 0 | -0.6 | -4 | -0.2
CCCCCn1c(N2CCN(c3cccc(Cl)c3)CC2)nc2c1c(=O)[nH]c(=O)n2C | -0.039 | -0.62 | 6 | 0.9 | 1 | -18 | 0.1 | -1 | -1.3
Cn1c(SCC(=O)Nc2ccc(N3CCOCC3)c(Cl)c2)nnc1C(O)c1ccccc1 (configuration not stated) | 1.1 | 0.56 | -31 | -1.8 | -1 | -10 | -1.2 | 1 | -0.8
COc1ccccc1NC(=O)C1=C(C)Nc2nc(-c3cccs3)nn2C1c1cccc(O)c1 (configuration not stated) | 8.5* | -1.3 | 7 | 0.9 | 3 | -14 | -0.6 | 0 | -1.0
CCOC(=O)c1c(O)c2ccccc2n(-c2ccccc2)c1=O | 1 | 0.00052 | -18 | -1.5 | -2 | 0 | 0.3 | -1 | -1.6
O=C(c1ccc2c(c1)C(=O)N(CCCO)C2=O)c1ccc2c(c1)C(=O)N(CCCO)C2=O | 0.019 | 0.074 | -5 | -2.1 | 2 | -5 | 0.9 | 11 | -1.7
Cc1cccc(-n2ncc3c(N4CCc5ccccc54)ncnc32)c1 | -0.014 | 0.059 | -10 | -0.3 | 5 | -18 | 1.9 | -13 | 1.1
CCOC(=O)c1oc2nc3c(cc2c1N)COC(C)(C)C3 | nt | nt | 5 | -0.7 | -3 | -1 | 1.4 | -1 | -0.1
O=C(/C=N/O)Nc1cccnc1 | -0.24 | -0.04 | -3 | -2.2 | -5 | 1 | 0.8 | -2 | 0.5
CCOC(=O)Nc1ccc2c(c1)N(C(=O)CCN(C)C)c1ccccc1S2 | -0.095 | -10* | 82 | -1.2 | 7 | 46* | 0.9 | 19 | 1.1
Cc1sc2nc(SCc3nnc(-c4cccs4)o3)n(C3CCCC3)c(=O)c2c1C | -0.0019 | 0.72 | 5 | -1.2 | 8 | 4 | -0.1 | 2 | -0.9
COc1cc2c(cc1OC)-c1cc(NCc3ccccn3)nc(=O)n1CC2 | -1 | -0.22 | -18 | 0.5 | -3 | -10 | -0.4 | 9 | 0.5
COCCOC(=O)C1=C(C)NC(=O)NC1C1CC=CCC1 (configuration not stated) | -0.38 | 0.3 | nt | -0.7 | -7 | 5 | 0.3 | 5 | 0.0
COc1ccc(CCCc2nnc(SCC(=O)Nc3nccs3)n2C)cc1C | 1 | 0.28 | -2 | 1.3 | -2 | -14 | 0.0 | -9 | -0.6
CC(=O)NC(C)C(c1cccs1)N1CCN(c2ccccc2)CC1 (configuration not stated) | -0.91 | -0.58 | 5 | -4.5 | -3 | -3 | 0.9 | 0 | -0.2
c1ccc2c(c1)oc1c(N3CCN(Cc4ccc5c(c4)OCO5)CC3)ncnc12 | 0.78 | -2.5 | 92* | 63* | 10 | 29 | 0.3 | -10 | -1.2
CCCc1nnc(SCC(=O)N2CCCC(C)C2)n1CCCOC (configuration not stated) | -0.3 | 0.094 | -3 | -1.7 | 6 | 1 | -0.2 | 8 | -1.5
CCn1cc(C(=O)O)c(=O)c2cc(OC)ccc21 | -0.9 | 0.31 | -6 | -1.5 | 2 | -12 | 0.8 | -3 | 0.1
CCc1nnc(NCC(=O)N2CCc3ccccc32)s1 | 0.59 | -4.8* | 5 | -1.6 | 4 | -5 | -0.3 | -12 | 0.8
CCc1cccc(NC(=O)c2ccc(Br)o2)c1 | -0.069 | 0.41 | 2 | -2.3 | -6 | 10 | -0.6 | 1 | -0.3
Cc1ccc(-n2ncc3c(=O)[nH]c(SCC(=O)N4CCC(C)CC4)nc32)cc1C | -0.74 | -0.9 | -29 | -1.4 | -2 | -13 | 0.6 | -6 | 0.2
Cc1ccc(CN2C(=O)CCC2C(=O)NCCCN2CCOCC2)cc1 (configuration not stated) | 0.33 | 0.078 | -9 | -2.6 | -5 | -4 | -0.3 | -3 | 0.4
CC(=O)Nc1ccc(C(=O)OCC(=O)NC(=O)NC2CCCCC2)cc1 | -0.012 | 0.69 | 19 | -2.2 | -6 | 2 | -0.9 | -4 | -0.2
CCC(C)c1ccc2oc(-c3ccc(NC(=O)c4ncn[nH]4)cc3)nc2c1 (configuration not stated) | 0.53 | -0.49 | 98* | 2.3 | 2 | -8 | -1.0 | -5 | 16*
NC(=O)C1CCN(C(=O)CSc2ccccn2)CC1 | 1.3 | -1.7 | 8 | 0.3 | 3 | -5 | -0.5 | 9 | -0.2
CC12/C(=N/O)C3C4CC5C3/C(=N/O)C1C5C42 (configuration not stated) | 1.2 | -0.017 | -28 | -2.7 | 4 | 4 | -0.5 | 0 | -1.2
CCOC(=O)c1sc2nc(N3CCOCC3)c3c(c2c1N)CC(C)(C)N(C)C3 | 1.3 | -1.1 | nt | -0.5 | nt | -12 | -0.3 | 7 | nt
COc1cc(C(=O)N2CCC(NC(=O)C(Cc3ccccc3C)NC(C)=O)CC2)cc(OC)c1OC (configuration not stated) | -0.46 | -0.5 | 8 | -1.2 | -6 | 7 | -0.7 | 3 | -0.7

An excerpt from further up, as a working copy:
SMILES | M1 ag | M1 antag | S1P1 ag-PAM | 5HT1a ag | Jurkat tox 60K | 5HT1a antag | 5HT1E ag | HTR1E antagonist | S1P3 agonist
CC12/C(=N/O)C3C4CC5C3/C(=N/O)C1C5C42 (configuration not stated) | 1.2 | -0.017 | -28 | -2.7 | 4 | 4 | -0.5 | 0 | -1.2
CCOC(=O)c1sc2nc(N3CCOCC3)c3c(c2c1N)CC(C)(C)N(C)C3 | 1.3 | -1.1 | nt | -0.5 | nt | -12 | -0.3 | 7 | nt
COc1cc(C(=O)N2CCC(NC(=O)C(Cc3ccccc3C)NC(C)=O)CC2)cc(OC)c1OC (configuration not stated) | -0.46 | -0.5 | 8 | -1.2 | -6 | 7 | -0.7 | 3 | -0.7

Next part.
SMILES | M1 ag | M1 antag | S1P1 ag-PAM | 5HT1a ag | Jurkat tox 60K | 5HT1a antag | 5HT1E ag | HTR1E antagonist | S1P3 agonist
O=C(O)C1(c2cccc(Cl)c2)CCC1 | 0.22 | 0.19 | -22 | 1.0 | -1 | -10 | 1.1 | 3 | -0.6
COc1cc2c(cc1OC)C(C(=O)Nc1ccc3c(c1)OCCO3)C1c3ccccc3CCN1C2=O (configuration not stated) | 0.026 | 0.19 | -27 | 1.1 | 0 | -4 | -0.3 | 0 | -0.1
CCOC(=O)N1CCN(C(=O)CCCN2C(=O)CSc3nc(C)cc(C)c32)CC1 | -1 | -0.11 | -14 | -2.1 | -4 | 9 | -0.5 | -3 | -0.5
O=C1c2ccccc2OCOc2ccccc21 | 0.0095 | -0.49 | -27 | -2.6 | -6 | 1 | -0.5 | -5 | -1.6
COc1cc(NC(=O)CSc2nnc(C)s2)cc(OC)c1OC | -0.91 | -0.7 | nt | 0.6 | -3 | -9 | 0.6 | 1 | -0.6

From PubChem

Outcome played no part in choosing rows; overall some 8.9% were active at least once.
